AI-2 QS mod: Vibrio harveyi AI-2 quorum sensing modulators, primary screen, JMH597 strain, luminescence/OD600 ratio; Vibrio harveyi JMH597 AI-2 luminescence/OD600 ratio, 9 h; hits give low values; strain lacks LuxN and CqsS sensors; 0 = neutral-control median; activity change, % at 7.5 µM; 0.4% of 300,000 active; in the data active = activity change below about -75%, passing the limit was not always enough; inconclusive = no clear call, values can overlap the other calls;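 note: luminescence divided by OD600 gain over 9 h not by final OD600 alone; inactives centre near 13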
HSF1 inhib: HSF1 inhibitors in luciferase reporter cells, primary screen, cell-based, NIH3T3, luminescence | NIH3T3-HGL HSE-luciferase, MG132-induced, luminescence 8 h; hits give low values | activity change, negative = inhibition, % at 7.5 µM (by protocol) | 0.77% of 300,000 active | AID 2098, 2009;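 active = more than half of replicate wells show activity change below -50%, luminescence cut by over half; inconclusive = some wells, but at most half, below -50%; inactive = no replicate well below -50%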;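 note: luciferase reports HSF-1 transcriptional activity via heat shock element; 0% = median of DMSO wells and -100% = zero luminescence signal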
GSK3beta inhib: human GSK3beta kinase inhibitors, primary screen, biochemical, cell-free homogeneous, HTS; AID 2097, 2009; 0.038% of 300,000 active; Glycogen synthase kinase-3 beta (Homo sapiens), P49841; activity score (negative = inhibition), % at 10 µM; GST-GSK3beta kinase, ADP-Glo luminescence, 60 min; hits give low values;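 active = more than half of replicate wells score below -50%, meaning over 50% inhibition versus plate controls; inconclusive = some replicates but at most half score below -50%; inactive = no replicate scores below -50%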;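 note: 0% = median DMSO wells and -100% = median GW8510 positive control wells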
Target sequence (P49841 whole entry, looked up): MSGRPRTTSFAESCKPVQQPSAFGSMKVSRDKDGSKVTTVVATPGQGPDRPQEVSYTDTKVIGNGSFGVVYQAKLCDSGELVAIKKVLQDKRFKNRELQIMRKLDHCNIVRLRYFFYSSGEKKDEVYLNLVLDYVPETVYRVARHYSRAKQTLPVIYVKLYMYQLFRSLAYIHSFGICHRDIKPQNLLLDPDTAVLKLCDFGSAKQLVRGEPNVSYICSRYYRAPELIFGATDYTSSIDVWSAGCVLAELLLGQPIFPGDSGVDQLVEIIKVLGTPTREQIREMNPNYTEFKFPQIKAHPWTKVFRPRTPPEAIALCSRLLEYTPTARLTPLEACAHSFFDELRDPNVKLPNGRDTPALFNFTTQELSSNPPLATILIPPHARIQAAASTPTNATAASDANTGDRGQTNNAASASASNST
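Test system: GST-fused GSK3beta enzyme, cell-free | Quantity: 1.6 ng GST-GSK3beta enzyme per well | Reagent: 25 µM ATP with peptide substrate | Schedule: 60 min enzyme reaction, room temperature | Signal: Luminescent ADP-Glo measurement of ADP formed | Read-out basis: Score relative to plate controls | Control set: DMSO and 20 µM GW8510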
HSP90 inh: HSP90 inhibitors, primary screen, cell lysate, luminescence; Heat shock protein HSP 90 (rabbit reticulocyte lysate; luciferase refolding); Rabbit reticulocyte lysate, luciferase refolding luminescence, 3 h; inhibition, % at 5.6 µM; 0.91% of 290,000 active;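 active = inhibition above the screen-wide mean plus 3 SD, computed separately per campaign, cut at about 16% in these data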;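 note: 0% = DMSO wells and 100% = 60 µM geldanamycin wells; inhibitors lower the luminescence because luciferase stays unfolded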
HDAC3 inhib: HDAC3 deacetylase inhibitors, primary screen, biochemical, fluorescence, cell-free homogeneous. recombinant HDAC3, fluorogenic peptide/trypsin coupled. 0.15% of 320,000 active. inhibition, % at 8.3 µM. AID 2718, 2010; in the data active = inhibition above about 26%, passing the limit was not always enough; inconclusive = no clear call, values can overlap the other calls
Platelet DG rel: inhibitors of platelet dense granule secretion, primary screen, cell-based, MLPCN, human platelets. inhibition, %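 (compounds screened at 7.5 µM in platelet-rich plasma)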. human platelet-rich plasma, SFLLRN dense granule ATP release, luminescence. 0.22% of 300,000 active. AID 1663, 2009;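 active = mean replicate score, as percent of positive control, at or above 50; inconclusive = mean below 50 but at least one replicate at or above 50; inactive = mean and every replicate below 50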
HSF1 activator: HSF-1 activators, primary screen, NIH3T3-HGL cells, MG132 stress, luminescence, single point; NIH3T3-HGL HSF-1 luciferase reporter, 8 h; 100% = twice DMSO control signal; activation, % at 9 µM; 1.7% of 300,000 active; AID 504408, 2011;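 active = mean replicate activation of at least 50% with a set share of replicates each reaching 50%; inconclusive = only one of those two conditions met; inactive = mean below 50% and too few replicates reaching it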;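 note: 0% = median of the neutral control wells and 100% = twice that signal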
PolyA inh: polyadenylation inhibitors in yeast reporter cells, primary screen, luminescence, S. cerevisiae; S. cerevisiae SKY197-pL101 polyadenylation reporter, beta-gal luminescence; efflux-impaired pdr1/pdr3 knockout yeast; score 100 = 6 SD above DMSO; calls only at 12 µM; 0.02% of 300,000 active;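 active = lowest replicate activity score at least 50, where 100 means six control SD above control mean; inconclusive = lowest score under 50 but half or more replicates reach 50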;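 note: yeast exposed to compound for 9 h at 30 °C; higher score means more reporter readthrough which indicates perturbed polyadenylation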
Dyrk1A ADPGlo: rat Dyrk1A kinase inhibitors, primary screen, biochemical, single point, plate reader; 0.43% of 310,000 active; AID 504441, 2011; inhibition, % at 12.5 µM; Dual specificity tyrosine-phosphorylation-regulated kinase 1A (Rattus norvegicus), Q63470; ADP-Glo luminescence, NFATc1 peptide; in the data active = inhibition above about 50%;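 note: plate controls were vehicle with enzyme for no effect and no enzyme for full effect; many of its hits are not listed in these tables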
GSK3A inh: blockers of GSK3A enzyme activity – biochemical, luminescence, cell-free homogeneous, HTS, primary screen | GSK-3 alpha kinase, ADP-Glo luminescence, 60 min | Glycogen synthase kinase-3 alpha (Homo sapiens), P49840 | 0.1% of 320,000 active | inhibition, % at 10 µM;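 in the data active = inhibition above about 50%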;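 note: GST-tagged GSK-3 alpha with peptide substrate and 25 µM ATP; 0% = DMSO neutral wells and 100% = GW8510 positive control wells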
Target sequence (P49840 whole entry, looked up): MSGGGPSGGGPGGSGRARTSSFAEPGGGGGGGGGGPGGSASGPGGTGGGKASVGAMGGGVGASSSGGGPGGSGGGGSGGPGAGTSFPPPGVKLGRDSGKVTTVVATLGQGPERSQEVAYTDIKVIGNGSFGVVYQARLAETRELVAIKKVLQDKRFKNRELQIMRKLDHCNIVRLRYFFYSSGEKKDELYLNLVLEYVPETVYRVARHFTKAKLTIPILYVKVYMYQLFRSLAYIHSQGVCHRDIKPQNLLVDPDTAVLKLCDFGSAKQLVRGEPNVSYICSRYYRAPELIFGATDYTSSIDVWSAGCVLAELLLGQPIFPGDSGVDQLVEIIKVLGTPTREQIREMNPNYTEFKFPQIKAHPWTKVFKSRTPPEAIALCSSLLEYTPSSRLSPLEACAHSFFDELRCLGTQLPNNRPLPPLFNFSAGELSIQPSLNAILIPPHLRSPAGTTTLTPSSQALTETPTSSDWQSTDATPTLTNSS
Active calls of the source: *; i = inactive; ? = inconclusive; nt = not tested or not shown. A portion of the library; count on the stated rates, not on these rows.

entry	SMILES	HDAC3 inhib	GSK3beta inhib	HSF1 inhib	AI-2 QS mod	HSP90 inh	GSK3A inh	Dyrk1A ADPGlo	Platelet DG rel	PolyA inh	HSF1 activator
1	COC(=O)c1ccccc1NC(=O)C1CCN(C(=O)N2CCOc3ccccc32)CC1	-2	2	3	22	-2	1	-1	8	i	-3
2	COCCN(C(=O)CSc1nnc(-c2ccc(Cl)cc2)o1)c1c(N)n(CC(C)C)c(=O)[nH]c1=O	6	1	-2	13	-2	0	4	-12	i	-6
3	CC1=CC(C)(C)NC(=S)N1NC(=O)c1ccccc1Cl	2	-4	3	17	0	-6	6	10	i	1
4	COc1ccc(Nc2ccc(S(=O)(=O)N3CCCCCC3)cc2[N+](=O)[O-])cc1	7	2	-1	10	-3	-1	1	0	i	-6
5	CCCCn1c(N)c(N(CC(C)C)C(=O)c2cccc(OCc3ccccc3)c2)c(=O)[nH]c1=O	0	0	-1	4	nt	-1	18	-4	i	9
6	COc1ccc(CN(C(=O)CN2C(=O)C(C)Oc3ccccc32)C2CCCC2)c(OC)c1 (centres undefined)	11	-1	3	16	4	-2	-6	2	i	8
7	COc1ccc2c(c1OC)C(=O)N(c1cccc(NC(C)=O)c1)C2	1	-4	13	6	-1	1	4	-2	i	19
8	COc1cc(/C=C2/C(=O)NN(c3cccc(F)c3)C2=O)ccc1OC(=O)c1ccco1	?	0	-5	17	-1	-1	2	5	i	-11
9	Cc1ccc2c(c1)C(c1ccccc1)N(C(=O)c1ccc(F)cc1)CC(=O)N2 (centres undefined)	4	-4	3	3	2	-1	-6	7	i	8
10	COc1ccc(C(=O)c2c3ccc([N+](=O)[O-])cc3[n+]([O-])n2CCCC(N)=O)cc1	6	-5	3	11	nt	0	16	-6	i	-19
11	COc1ccccc1CC(=O)Nc1ccc(O)cc1C(=O)O	-14	0	-7	2	-3	-5	3	-5	i	-9
12	COc1ccc(C2N3CC4(C)CN2CC(C)(C3)C4=O)cc1OC (centres undefined)	-8	0	5	16	-3	0	-1	1	i	2
13	S=C(NCCN1CCOCC1)Nc1ccc(Br)cc1	-2	-2	7	13	6	1	-1	-3	i	5
14	FC(F)(F)c1cccc(-c2nnc(-c3ccccc3)c(N3CCOCC3)n2)c1	3	-6	4	8	3	-4	3	-2	i	11
15	O=C(c1cccc(S(=O)(=O)NCc2ccccc2)c1)N1CCCC1	2	0	3	6	0	-1	-1	-2	i	-6
16	CNS(=O)(=O)c1cccc(C(=O)NCC2CCCCC2)c1	10	0	1	21	-4	-3	-3	0	i	-8
17	COc1ccc(-c2cc(C(=O)Nc3cccnc3Cl)no2)cc1OC	2	1	-8	9	8	0	-6	5	i	-12
18	CC(=O)c1nn(-c2cccc(C)c2)cc1C(=O)c1cccc(Br)c1	-5	-6	-3	-5	nt	0	4	-2	i	-5
19	COc1ccc(Cl)cc1C(=O)NNC(=S)NC(=O)c1ccc(F)c(F)c1	0	-1	1	-12	-5	-2	5	nt	i	9
20	O=C(NCCc1ccncc1)Nc1ccc(F)cc1	nt	0	-2	24	-1	-1	10	7	i	-4
21	N#Cc1ccc(C(=O)Nc2cccc3ncccc23)c(F)c1	-6	1	-5	11	1	3	7	6	i	-7
22	Cc1ccc(CN(C#N)c2nc(C)cc(C)n2)cc1	2	5	6	17	0	-1	-2	-2	i	4
23	CC(C)(C)C1=Nn2c(nnc2-c2ccccn2)SC1	2	0	-3	27	-1	0	15	7	i	6
24	O=C(Nc1ccc(Cl)cc1Cl)c1ccc(-c2ccccc2)cc1	-4	-1	1	31	2	0	6	25	i	-13
25	COc1ccc(S(=O)(=O)N2CCN(Cc3ccccc3)CC2)cc1OC	-18	0	3	19	0	-2	3	-1	i	-3
26	COCCCNc1nc2c(-c3ccc(Cl)cc3)nnn2c2ccccc12	3	-5	-11	33	1	-1	5	-3	i	-31
27	O=C(NCCN1CCOCC1)C(=O)NCC1OCCN1C(=O)c1ccc(Cl)cc1 (centres undefined)	1	-2	-6	2	4	0	2	2	i	9
28	Cc1ccc(-n2c(C)cc(C3N=C(N)Nc4nc5ccccc5n43)c2C)c(C)c1 (centres undefined)	18	3	-2	13	1	-1	3	11	i	13
29	CCOC(=O)N1CCN(C(=O)C2c3cc(OC)c(OC)cc3C(=O)N3CCc4ccccc4C23)CC1 (centres undefined)	15	1	5	16	0	-5	3	2	i	24
30	O=C(O)/C(=C\c1cn(-c2ccccc2)nc1-c1ccc(Cl)cc1)NC(=O)c1ccccc1	1	-1	13	24	5	0	-1	11	i	10
31	COC(=O)c1ccc(Cn2nnc3c(=O)[nH]c(C4CCN(S(=O)(=O)c5ccc(F)cc5)CC4)nc32)cc1	5	nt	-44	53	1	2	-3	-4	i	-58
32	NC(=NC(=O)c1ccc(OC(F)(F)F)cc1)c1ccc(C(F)(F)F)cn1	-5	3	-5	20	-1	-2	-1	0	i	-3
33	CCOc1ccc(Oc2c(/C=N/NC(N)=O)c(C)nn2-c2ccccc2)cc1	6	0	-5	1	4	5	4	35	i	17
34	O=C(Nc1ccccc1)NC1(C(=O)NCc2cccs2)CCCCC1	1	-3	nt	12	1	-2	-8	-2	i	nt
35	CC(=O)Nc1c(O)nc(SCC(=O)Nc2c(C)cccc2C)[nH]c1=O	4	-1	-8	0	-7	-4	1	6	i	-3
36	COC(=O)C1C(=O)C(C(=O)c2ccccc2)C(=O)CC1(C)C (centres undefined)	7	2	-1	31	-5	-3	11	-7	i	-6
37	CCNCC(=O)N1c2ccccc2CCc2ccc(NC(=O)OCC)cc21	-3	5	-3	21	1	-1	0	6	i	-8
38	O=C(N/N=C/c1ccc(N2CCOCC2)cc1)C1CC1	-4	0	-8	24	0	-2	-1	-3	i	6
39	O=C(O)CCN1C(=O)c2ccc(Oc3ccc4c(c3)C(=O)N(CCC(=O)O)C4=O)cc2C1=O	6	-2	-6	37	1	-4	2	-2	i	-2
40	Cc1ccc(NC(=O)CS(=O)CC(=O)Nc2cccc(C)c2C)cc1F (centres undefined)	-10	2	-1	15	2	0	1	1	i	5
41	CSc1ccccc1NC(=O)CN(c1ccccc1Br)S(C)(=O)=O	1	1	4	11	-5	4	-5	-3	i	4
42	CCC(=O)N1CCN(c2ccc(NC(=O)c3ccc4c(c3)OCCO4)cc2)CC1	-7	0	-5	5	-4	1	5	-13	i	17
43	CCc1ccc(/C=N/NC(=O)C(=O)NCCCN2CCOCC2)cc1	6	4	-1	6	3	-1	-3	-6	i	-9
44	Cc1ccc(-c2csc3ncn(CC(=O)OC(C)C)c(=O)c23)cc1	-4	-10	-2	37	0	-2	3	-2	i	23

Compounds listed so far with fluorine:
entry	SMILES	HDAC3 inhib	GSK3beta inhib	HSF1 inhib	AI-2 QS mod	HSP90 inh	GSK3A inh	Dyrk1A ADPGlo	Platelet DG rel	PolyA inh	HSF1 activator
8	COc1cc(/C=C2/C(=O)NN(c3cccc(F)c3)C2=O)ccc1OC(=O)c1ccco1	?	0	-5	17	-1	-1	2	5	i	-11
9	Cc1ccc2c(c1)C(c1ccccc1)N(C(=O)c1ccc(F)cc1)CC(=O)N2 (centres undefined)	4	-4	3	3	2	-1	-6	7	i	8
14	FC(F)(F)c1cccc(-c2nnc(-c3ccccc3)c(N3CCOCC3)n2)c1	3	-6	4	8	3	-4	3	-2	i	11
19	COc1ccc(Cl)cc1C(=O)NNC(=S)NC(=O)c1ccc(F)c(F)c1	0	-1	1	-12	-5	-2	5	nt	i	9
20	O=C(NCCc1ccncc1)Nc1ccc(F)cc1	nt	0	-2	24	-1	-1	10	7	i	-4
21	N#Cc1ccc(C(=O)Nc2cccc3ncccc23)c(F)c1	-6	1	-5	11	1	3	7	6	i	-7
31	COC(=O)c1ccc(Cn2nnc3c(=O)[nH]c(C4CCN(S(=O)(=O)c5ccc(F)cc5)CC4)nc32)cc1	5	nt	-44	53	1	2	-3	-4	i	-58
32	NC(=NC(=O)c1ccc(OC(F)(F)F)cc1)c1ccc(C(F)(F)F)cn1	-5	3	-5	20	-1	-2	-1	0	i	-3
40	Cc1ccc(NC(=O)CS(=O)CC(=O)Nc2cccc(C)c2C)cc1F (centres undefined)	-10	2	-1	15	2	0	1	1	i	5
